Screening results from PubChem.
Salmonella PhoP GFP: PhoP regulon inhibitors, Salmonella typhi PhoP promoter GFP reporter, confirmatory (AID 1850); Salmonella Typhi PhoP-promoter GFP reporter, fluorescence, 4 h; higher % means a stronger effect; one-dose inhibition, % at 50 µM; IC50 in µM for titrated hits; actives 0.33% (n = 310,000); in the data active = a potency from the dose series; inconclusive = inhibition mostly from about 25% at the one dose, without a potency; inactive = the rest, 99 in 100 with inhibition below about 19%;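 also: 0% = induced wells with vehicle and 100% = uninduced wells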
H37Rv inhibition: M. tuberculosis growth inhibition, HTS (AID 449762) | actives 0.59% (n = 330,000) | inhibition, % at 25 µM, or IC50 in µM where a hit was titrated | M. tuberculosis H37Rv growth inhibition, 7H9 media; higher % means a stronger effect; in the data active = a potency from the dose series; inconclusive = inhibition above about 70% without an active follow-up result;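 also: bacterial growth assessed after seven days of incubation; strong numbers were not always called active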
influenza NS1A: H1N1 influenza NS1A inhibitors, functional cell based assay (AID 504329) | one-dose inhibition, % at 12.5 µM; IC50 in µM for titrated hits | actives 0.3% (n = 340,000) | NS1A functional cell-based assay, percent inhibition; higher % means a stronger effect; in the data active = a potency from the dose series; inconclusive = inhibition above about 27% without an active follow-up result; also: strong numbers were not always called active
VEEV TC-83 Vero: inhibitors of VEEV TC-83 cytopathic effect, confirmation, Vero cells (AID 588727). inhibition, % at 20 µM, or IC50 in µM where a hit was titrated. actives 0.13% (n = 350,000). Vero cells, VEEV TC-83 cytopathic effect inhibition; higher % means a stronger effect; in the data active = a potency from the dose series; inconclusive = inhibition mostly from about 14% at the one dose, without a potency; inactive = the rest, 99 in 100 with inhibition below about 12%; also: strong numbers were not always called active
M. tuberculosis: growth inhibition of non-replicating M. tuberculosis (AID 488890); actives 0.39% (n = 320,000); one-dose inhibition, % at 25 µM; IC50 in µM for titrated hits; Mycobacterium tuberculosis non-replicating, growth inhibition; higher % means a stronger effect; in the data active = a potency from the dose series; inconclusive = inhibition mostly from about 82% at the one dose, without a potency; inactive = the rest, 99 in 100 with inhibition below about 76%;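 also: plate controls were DMSO cells for no effect and high antibiotic wells for full effect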
VEEV TC-83 Vero 10K pilot screen: also measured in VEEV TC-83 Vero; calls as there; inhibition, %; measured here: 10K pilot screen inhibition
* hit, by the source's call. Not a hit list (roughly 1.5% active in at least one column).

What do the screens show for `COc1ccc(CCNC(=O)CS(=O)(=O)Cc2nc(-c3ccccc3Cl)oc2C)cc1OC`?
Salmonella PhoP GFP: 0.1%; H37Rv inhibition: -7.7%; influenza NS1A: -10.6%; VEEV TC-83 Vero: 1.5%; M. tuberculosis: -8.5%; VEEV TC-83 Vero 10K pilot screen: 0.2

What do the screens show for `Cc1[nH]c2ccccc2c1-c1csc(N)n1`?
Salmonella PhoP GFP: 9.5%; H37Rv inhibition: -1.2%; influenza NS1A: 8.1%; VEEV TC-83 Vero: 1.3%; M. tuberculosis: -4.7%

Results for Cc1ccc(NC(=O)COC(=O)CCNS(=O)(=O)c2c(Cl)cccc2Cl)cc1 ?
H37Rv inhibition: -3.3%; influenza NS1A: 1.2%; VEEV TC-83 Vero: inactive; M. tuberculosis: 11.2%

What do the screens show for `CC(C)c1ccc(S(=O)(=O)N2CCN(C(C)C(=O)NC3CCCC3)CC2)cc1` (stereo not drawn)?
H37Rv inhibition: 8.1%; influenza NS1A: -25.2%; VEEV TC-83 Vero: inactive; M. tuberculosis: -8.3%

Results for CCC(=O)N/C(=N\OCc1ccc(F)cc1)c1nonc1NC(=O)CC ?
Salmonella PhoP GFP: -3.2%; influenza NS1A: -115.0%; VEEV TC-83 Vero: 2.6%; M. tuberculosis: 1.0%

What do the screens show for `CCc1ccc(C(=O)CCC(=O)Nc2ccc(OC)c(S(=O)(=O)N3CCCCC3)c2)cc1`?
H37Rv inhibition: 1.6%; influenza NS1A: 3.0%; VEEV TC-83 Vero: 1.6%; M. tuberculosis: 32.5%

Results for CCCNC(=S)NCCN1CCCCC1 ?
Salmonella PhoP GFP: -1.9%; H37Rv inhibition: -3.5%; influenza NS1A: 1.7%; VEEV TC-83 Vero: 1.6%; M. tuberculosis: 32.7%

Results for CN(C)N1C(=O)CC(C)(c2ccc([N+](=O)[O-])cc2)C1=O (stereo not drawn) ?
Salmonella PhoP GFP: -16.2%; H37Rv inhibition: 10.9%; influenza NS1A: -5.4%; VEEV TC-83 Vero: 0.6%; M. tuberculosis: 0.5%

Results for Cc1ccc(-c2nnc(Sc3nc4ccccc4o3)c3ccccc23)cc1 ?
Salmonella PhoP GFP: 0.8%; H37Rv inhibition: -10.4%; influenza NS1A: 10.0%; VEEV TC-83 Vero: 22.5%; M. tuberculosis: 63.1%

What do the screens show for `Cc1ccc2nsnc2c1S(=O)(=O)Nc1ccccc1C(=O)O`?
Salmonella PhoP GFP: -3.9%; H37Rv inhibition: -1.9%; influenza NS1A: 0.0%; VEEV TC-83 Vero: 0.2%; M. tuberculosis: -4.5%

What do the screens show for `O=C(CSc1nnc(C2CC2)n1CC1CCCO1)Nc1cccc(Cl)c1` (stereo not drawn)?
Salmonella PhoP GFP: 5.7%; H37Rv inhibition: -1.1%; influenza NS1A: 4.8%; VEEV TC-83 Vero: inactive; M. tuberculosis: -5.5%

What do the screens show for `O=C(NCC1CCN(Cc2ccccc2F)CC1)Nc1ccccc1F`?
Salmonella PhoP GFP: -5.0%; H37Rv inhibition: 7.0%; influenza NS1A: -4.0%; VEEV TC-83 Vero: inactive; M. tuberculosis: 2.5%

Results for Cc1cc(C(=O)Nc2cc(C)n(Cc3ccc(Cl)cc3)n2)no1 ?
Salmonella PhoP GFP: -2.5%; H37Rv inhibition: inconclusive; influenza NS1A: -12.0%; VEEV TC-83 Vero: 3.1%; M. tuberculosis: 14.8%

How did CCOC(=O)c1c(C)[nH]c(C(=O)NCc2ccco2)c1C do in these assays?
Salmonella PhoP GFP: -2.8%; H37Rv inhibition: -0.1%; M. tuberculosis: 16.3%

Results for Cn1cnnc1SCC(=O)c1ccco1 ?
Salmonella PhoP GFP: 19.8%; H37Rv inhibition: -4.4%; influenza NS1A: 5.5%; VEEV TC-83 Vero: inactive; M. tuberculosis: 3.5%

How did CC1CC(C)CN(CCCNC(=O)COc2cc(=O)n(C)c3ccccc23)C1 (stereo not drawn) do in these assays?
Salmonella PhoP GFP: -8.7%; H37Rv inhibition: 3.5%; influenza NS1A: 7.6%; VEEV TC-83 Vero: 4.1%; M. tuberculosis: -5.2%

What do the screens show for `COc1cc(C(=O)Oc2cccc(C=O)c2)cc(OC)c1OC`?
Salmonella PhoP GFP: -2.2%; H37Rv inhibition: 27.7%; influenza NS1A: -9.1%; VEEV TC-83 Vero: 0.8%; M. tuberculosis: 40.9%

What do the screens show for `COC(=O)c1[nH]nc2c1C(=O)N(C1CCCCC1)C2=O`?
Salmonella PhoP GFP: 7.7%; H37Rv inhibition: 3.8%; influenza NS1A: -12.3%; VEEV TC-83 Vero: 0.5%; M. tuberculosis: 0.6%

How did CCOc1ccccc1CN1CCN(C2CCN(c3ccccc3F)CC2)CC1CCO (stereo not drawn) do in these assays?
Salmonella PhoP GFP: -1.6%; H37Rv inhibition: 7.0%; influenza NS1A: 0.5%; VEEV TC-83 Vero: 4.7%; M. tuberculosis: 8.8%

What do the screens show for `COc1cc2c(cc1OC)CN(C(=O)c1cccs1)CC2`?
Salmonella PhoP GFP: 5.1%; H37Rv inhibition: 6.7%; influenza NS1A: 4.8%; VEEV TC-83 Vero: 0.3%; M. tuberculosis: 1.5%

Results for Cc1oc(-c2cccc(Cl)c2)nc1CS(=O)(=O)CC(=O)NCCN1CCCC1 ?
Salmonella PhoP GFP: -0.5%; H37Rv inhibition: -3.1%; influenza NS1A: -6.1%; VEEV TC-83 Vero: 1.2%; M. tuberculosis: -1.1%

Results for CC/C(=N\O)c1ccc(O)c(OC)c1 ?
Salmonella PhoP GFP: -7.8%; H37Rv inhibition: -4.7%; influenza NS1A: -4.3%; VEEV TC-83 Vero: 1.0%; M. tuberculosis: -0.8%

Results for Cc1nnc(SCC(=O)NC2CCCC2)n1C(C)C ?
Salmonella PhoP GFP: -10.3%; H37Rv inhibition: -10.8%; influenza NS1A: -9.6%; VEEV TC-83 Vero: 3.1%; M. tuberculosis: -12.3%

How did COc1cc(OC)cc(C(=O)N2CCN(Cc3ccccc3[N+](=O)[O-])CC2)c1 do in these assays?
Salmonella PhoP GFP: -3.5%; H37Rv inhibition: 0.6%; influenza NS1A: -1.4%; VEEV TC-83 Vero: 5.3%; M. tuberculosis: 13.7%

How did COc1ccc(NC(=O)CCC(=O)c2ccc(F)cc2)cc1 do in these assays?
influenza NS1A: -5.6%; VEEV TC-83 Vero: 0.6%

How did Cc1ccc([N+](=O)[O-])cc1N=C(c1cccc([N+](=O)[O-])c1)N1CCOCC1 do in these assays?
Salmonella PhoP GFP: -5.2%; H37Rv inhibition: -5.2%; influenza NS1A: 5.0%; VEEV TC-83 Vero: 0.9%; M. tuberculosis: -8.1%

What do the screens show for `CC(C)(C)c1ccc(C(=O)Nc2cccc3ncccc23)cc1`?
Salmonella PhoP GFP: -8.2%; H37Rv inhibition: 0.7%; influenza NS1A: -1.4%; VEEV TC-83 Vero: 0.6%; M. tuberculosis: 42.4%

How did COc1ccc(-c2nc(N)n(C(=O)c3ccco3)n2)cc1 do in these assays?
Salmonella PhoP GFP: 16.3%; H37Rv inhibition: -0.1%; influenza NS1A: -0.9%; VEEV TC-83 Vero: 0.7%; M. tuberculosis: -14.1%

Results for CN1CCN(NC(=O)/C=C/c2ccc(Br)cc2)CC1 ?
Salmonella PhoP GFP: -8.0%; H37Rv inhibition: 9.1%; influenza NS1A: -0.4%; VEEV TC-83 Vero: 4.0%; M. tuberculosis: 17.8%

How did COc1ccc(-c2cc(-c3ccc(C)cc3)n[nH]2)c(O)c1 do in these assays?
Salmonella PhoP GFP: -8.8%; H37Rv inhibition: inconclusive; influenza NS1A: -1.6%; VEEV TC-83 Vero: 2.1%; M. tuberculosis: 20.9%

Some of these compounds in order of length of the SMILES, lowest first.
Results for CC/C(=N\O)c1ccc(O)c(OC)c1 ?
Salmonella PhoP GFP: -7.8%; H37Rv inhibition: -4.7%; influenza NS1A: -4.3%; VEEV TC-83 Vero: 1.0%; M. tuberculosis: -0.8%

How did COc1ccc(NC(=O)CCC(=O)c2ccc(F)cc2)cc1 do in these assays?
influenza NS1A: -5.6%; VEEV TC-83 Vero: 0.6%

Results for Cc1oc(-c2cccc(Cl)c2)nc1CS(=O)(=O)CC(=O)NCCN1CCCC1 ?
Salmonella PhoP GFP: -0.5%; H37Rv inhibition: -3.1%; influenza NS1A: -6.1%; VEEV TC-83 Vero: 1.2%; M. tuberculosis: -1.1%

How did COc1cc(OC)cc(C(=O)N2CCN(Cc3ccccc3[N+](=O)[O-])CC2)c1 do in these assays?
Salmonella PhoP GFP: -3.5%; H37Rv inhibition: 0.6%; influenza NS1A: -1.4%; VEEV TC-83 Vero: 5.3%; M. tuberculosis: 13.7%

Following part.
What do the screens show for `CN(C)C(=O)C1C2NC(=S)N(c3cccc(Cl)c3)C1(C)Oc1ccc(Cl)cc12` (stereo not drawn)?
Salmonella PhoP GFP: -13.0%; H37Rv inhibition: -0.9%; influenza NS1A: 3.1%; VEEV TC-83 Vero: 4.0%; M. tuberculosis: 73.8%

Results for O=P1(NCCCl)OCCCN1CCCl (stereo not drawn) ?
Salmonella PhoP GFP: 2.7%; H37Rv inhibition: 5.6%; influenza NS1A: 0.1%; VEEV TC-83 Vero: 0.8%; M. tuberculosis: 8.7%

What do the screens show for `c1ccc(CNCc2ccco2)cc1`?
Salmonella PhoP GFP: -7.9%; H37Rv inhibition: 1.1%; influenza NS1A: -1.9%; VEEV TC-83 Vero: 0.5%; M. tuberculosis: 21.6%

What do the screens show for `CS(=O)(=O)N(CC(=O)NCc1ccccc1)C1CCCCC1`?
Salmonella PhoP GFP: -1.7%; H37Rv inhibition: -7.0%; influenza NS1A: 0.4%; VEEV TC-83 Vero: inactive; M. tuberculosis: -2.5%

What do the screens show for `COc1cc(/C=C/C(=O)O)ccc1OCc1ccccc1C#N`?
Salmonella PhoP GFP: -3.4%; H37Rv inhibition: -5.9%; influenza NS1A: 7.2%; VEEV TC-83 Vero: 1.7%; M. tuberculosis: 12.7%

How did CCCCn1c(=O)c(C=Nc2cccnc2Cl)c(O)n(CCCCl)c1=O do in these assays?
Salmonella PhoP GFP: -4.7%; H37Rv inhibition: 4.3%; influenza NS1A: 0.8%; VEEV TC-83 Vero: inactive; M. tuberculosis: 58.2%

What do the screens show for `O=C(CS(=O)c1ccc(C(F)(F)F)cc1[N+](=O)[O-])Oc1ccc(Cl)cc1` (stereo not drawn)?
Salmonella PhoP GFP: -2.8%; H37Rv inhibition: inconclusive; influenza NS1A: 0.0%; VEEV TC-83 Vero: inactive; M. tuberculosis: inconclusive

Results for Cc1ccc2nc(-c3ccccc3)cc(C(=O)N3CCN(c4ccccc4O)CC3)c2c1 ?
Salmonella PhoP GFP: -4.7%; H37Rv inhibition: inconclusive; influenza NS1A: -5.5%; VEEV TC-83 Vero: 11.3%; M. tuberculosis: 21.6%

What do the screens show for `CCNC(=O)/C(C#N)=C/c1c(N2CCN(c3ccccc3)CC2)nc2c(C)cccn2c1=O`?
Salmonella PhoP GFP: 4.7%; H37Rv inhibition: -4.0%; influenza NS1A: 7.5%; VEEV TC-83 Vero: inactive; M. tuberculosis: 4.8%

What do the screens show for `Cc1cccc(NC(=O)c2ccc3c(c2)CCN3S(C)(=O)=O)c1`?
Salmonella PhoP GFP: 10.3%; H37Rv inhibition: -0.7%; influenza NS1A: -94.5%; VEEV TC-83 Vero: 0.5%; M. tuberculosis: -9.9%

What do the screens show for `COc1ccc(OC)c(S(=O)(=O)N2CCC(NC(=O)c3ccccc3)CC2)c1`?
Salmonella PhoP GFP: 0.3%; H37Rv inhibition: 1.6%; influenza NS1A: -2.4%; VEEV TC-83 Vero: 0.3%; M. tuberculosis: 8.3%

What do the screens show for `COc1cccc(OCc2cc(C(=O)N3CCN(C)C(c4ccccc4)C3)no2)c1` (stereo not drawn)?
Salmonella PhoP GFP: 10.2%; H37Rv inhibition: 14.7%; influenza NS1A: 2.2%; VEEV TC-83 Vero: 0.8%; M. tuberculosis: 15.8%

What do the screens show for `COC(=O)C1=C[C@@H](C(=O)OC)C2C3=C(C(=O)C24CCCCC4)[C@H](C)n2c(=O)n(-c4ccccc4)c(=O)n2[C@@H]3C1` (stereo partly drawn)?
Salmonella PhoP GFP: -3.1%; H37Rv inhibition: 8.5%; influenza NS1A: 2.5%; VEEV TC-83 Vero: 7.8%; M. tuberculosis: 26.0%
